Screens from PubChem BioAssay.
PolyA inhibitor = polyadenylation inhibitors in yeast reporter cells, primary screen, luminescence, S. cerevisiae; AID 1875, 2009; S. cerevisiae SKY197-pL101 polyadenylation reporter, beta-gal luminescence; efflux-impaired pdr1/pdr3 knockout yeast; score 100 = 6 SD above DMSO; actives 0.02% (n = 300,000); calls only at 12 µM;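 active means lowest replicate activity score at least 50, where 100 means six control SD above control mean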;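 further: yeast exposed to compound for 9 h at 30 °C; higher score means more reporter readthrough which indicates perturbed polyadenylation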
Dyrk1A ADPGlo = rat Dyrk1A kinase inhibitors, primary screen, biochemical, single point, plate reader; inhibition, % at 12.5 µM; AID 504441, 2011; actives 0.43% (n = 310,000); Dual specificity tyrosine-phosphorylation-regulated kinase 1A (Rattus norvegicus), Q63470; ADP-Glo luminescence, NFATc1 peptide; in the data active means inhibition above about 50%;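 further: plate controls were vehicle with enzyme for no effect and no enzyme for full effect; many of its hits are not listed in these tables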
GSK3B inh = human GSK3beta kinase inhibitors, primary screen, biochemical, cell-free homogeneous, HTS | Glycogen synthase kinase-3 beta (Homo sapiens), P49841 | GST-GSK3beta kinase, ADP-Glo luminescence, 60 min; hits give low values | activity score (negative = inhibition), % at 10 µM | actives 0.038% (n = 300,000) | AID 2097, 2009;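 active means more than half of replicate wells score below -50%, meaning over 50% inhibition versus plate controls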;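 further: 0% = median DMSO wells and -100% = median GW8510 positive control wells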
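test system = GST-tagged human GSK3beta kinase, cell-free | reagent = 25 µM ATP with peptide substrate | dosing = one dose of 10 µM per compound | schedule = 60 min reaction, RT | detection = luminescent ADP-Glo measurement of ADP formed | control set = DMSO neutral wells and GW8510 at 20 µM as positive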
KCNK3 inh = human KCNK3 channel inhibitors, primary screen, CHO cells, FluxOR thallium flux, B-score; Potassium channel subfamily K member 3 (Homo sapiens), O14649; FluxOR fluorescence; hits give low values; B-score at 10 µM; actives 0.84% (n = 340,000); AID 602410, 2012;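 active means B-score under library mean minus 4 SD, starting fluorescence ratio at most library mean plus 5 SD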;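 further: more negative B-score means stronger inhibition of thallium flux through KCNK3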
Target sequence (O14649 whole entry, looked up): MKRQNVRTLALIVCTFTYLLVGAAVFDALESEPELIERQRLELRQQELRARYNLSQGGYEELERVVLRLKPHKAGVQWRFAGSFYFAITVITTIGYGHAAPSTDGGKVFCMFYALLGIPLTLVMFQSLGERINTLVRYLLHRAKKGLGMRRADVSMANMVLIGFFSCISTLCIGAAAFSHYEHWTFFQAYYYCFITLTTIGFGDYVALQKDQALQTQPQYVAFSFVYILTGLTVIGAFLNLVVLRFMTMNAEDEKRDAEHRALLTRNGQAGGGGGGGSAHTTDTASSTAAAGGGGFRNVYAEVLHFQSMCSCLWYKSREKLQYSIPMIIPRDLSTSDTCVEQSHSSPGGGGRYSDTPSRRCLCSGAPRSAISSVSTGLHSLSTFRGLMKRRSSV
GSK3A inh = blockers of GSK3A enzyme activity – biochemical, luminescence, cell-free homogeneous, HTS, primary screen; Glycogen synthase kinase-3 alpha (Homo sapiens), P49840; GSK-3 alpha kinase, ADP-Glo luminescence, 60 min; inhibition, % at 10 µM; actives 0.1% (n = 320,000);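 in the data active means inhibition above about 50%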;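 further: GST-tagged GSK-3 alpha with peptide substrate and 25 µM ATP; 0% = DMSO neutral wells and 100% = GW8510 positive control wells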
Target sequence (P49840 whole entry, looked up): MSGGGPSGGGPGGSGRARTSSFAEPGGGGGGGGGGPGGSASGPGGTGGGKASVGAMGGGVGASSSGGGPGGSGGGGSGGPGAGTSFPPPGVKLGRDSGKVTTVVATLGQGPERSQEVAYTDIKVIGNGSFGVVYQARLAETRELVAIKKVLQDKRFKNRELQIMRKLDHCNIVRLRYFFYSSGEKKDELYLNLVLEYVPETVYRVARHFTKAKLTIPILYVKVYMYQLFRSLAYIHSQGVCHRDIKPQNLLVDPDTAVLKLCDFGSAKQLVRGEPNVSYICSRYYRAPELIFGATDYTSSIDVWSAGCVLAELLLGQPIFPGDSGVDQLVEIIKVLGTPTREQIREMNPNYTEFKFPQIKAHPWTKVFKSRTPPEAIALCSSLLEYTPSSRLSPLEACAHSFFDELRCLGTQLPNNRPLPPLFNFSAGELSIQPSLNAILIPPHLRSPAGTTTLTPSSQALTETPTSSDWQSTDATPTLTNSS
* marks the source's active call; other numbers are inactive results; i = inactive; nt = no result given. This is a subset; the hit share may differ from the screen's.

Below each compound: Dyrk1A ADPGlo	GSK3A inh	GSK3B inh	KCNK3 inh	PolyA inhibitor
> COc1cccc(-c2sc3ccccc3c2-c2ccc(OCCN3CCCCC3)cc2)c1
    nt	-0.9	nt	i	nt
> CCN(CC)c1ccc2c(C)cc(=O)oc2c1
    nt	4.2	nt	i	nt
> CC(Sc1cccc[n+]1[O-])C(=O)NC1CCCCC1C (stereo not given)
    nt	-1.2	nt	i	nt
> CC(C)(O)C#Cc1ccc(C(=O)N2CCCC2C(=O)O)s1 (stereo not given)
    nt	-1.3	-1.1	i	i
> Cc1ccc(S(=O)(=O)N2C[C@@H]3[C@H]4CC[C@H](C4)[C@@H]3[C@@H](C)C2CC(=O)c2ccccc2)cc1 (stereo not given in full)
    -0.1	nt	nt	i	nt
> CC(C)n1c(CNC(=O)c2ccccc2F)nnc1SCC(=O)c1ccc(F)cc1
    -3.6	nt	nt	i	nt
> COc1ccccc1C(CNC(=O)c1cccc(S(=O)(=O)Nc2ccc(F)cc2)c1)N1CCCC1 (stereo not given)
    5.6	nt	nt	i	nt
> COC(=O)C1CC2=C(CCCC2=O)N(Cc2ccccc2)C1=O (stereo not given)
    -4.2	nt	nt	i	nt
> COc1ccc2c(c1)NC(c1cc(Cl)cc(Cl)c1O)c1cccn1-2 (stereo not given)
    -2.3	nt	nt	i	nt
> O=C1CCC(c2ccccc2)N1c1ccccc1 (stereo not given)
    0.5	nt	nt	i	nt
> O=C(CC(=O)c1cccs1)c1ccncc1
    7.3	nt	nt	i	nt
> Nc1nc(COC(=O)CCC(=O)c2ccccc2)nc(Nc2ccccc2)n1
    -9.5	nt	nt	i	nt
> CCOc1ccc(C=NN2CCCCCC2)cc1OCC
    12.2	nt	nt	i	nt
> CCOC(=O)/C=C/C(=O)Nc1cc(S(=O)(=O)Nc2ccc(OC)cc2)ccc1N1CCOCC1
    6.2	nt	nt	i	nt
> CSC(=Nc1ccccc1)N=C(SCc1ccccc1)N(C)C
    -2.4	nt	nt	i	nt
> CC(=O)c1ccsc1-c1c(C)cc2oc(=O)cc(-c3ccccc3)c2c1C
    5.2	nt	nt	i	nt
> O=C(CCCCC(=O)NN=Cc1ccc(Cl)cc1)NN=Cc1ccc(Cl)cc1
    -2.8	nt	nt	i	nt
> O=P(CCc1ccccc1)(c1ccccc1)c1ccccc1
    -4.1	nt	nt	i	nt
> N#C/C(=C/C1=C(N2CCOCC2)C(=C/c2ccccc2)/CC1)C(=O)Nc1ccccc1F
    -1.9	nt	nt	i	nt
> COc1ccccc1N1CCN(CC(=O)Nc2cc(C)nn2-c2nc(C)cc(C)n2)CC1
    -7.2	nt	nt	i	nt
> O=C(C(c1ccccc1)C(O)(c1ccccc1)c1ccccc1)N1CCOCC1 (stereo not given)
    -1.8	nt	nt	i	nt
> CCOc1ccc2[nH]c(=O)c(CN(CCCN3CCOCC3)C(=O)Nc3ccc(F)cc3)cc2c1
    -6.3	nt	nt	i	nt
> O=C1CC(N2CCN(S(=O)(=O)c3ccccc3F)CC2)C(=O)N1c1ccccc1F (stereo not given)
    4.8	nt	nt	i	nt
> CC(NC(=O)c1cccc(S(=O)(=O)N2CCN(Cc3ccccc3)CC2)c1)c1ccc(Cl)cc1 (stereo not given)
    0.0	nt	nt	i	nt
> CC(C(=O)O)n1cc(C#N)c(=O)[nH]c1=O (stereo not given)
    5.1	nt	nt	i	nt
> O=C(CCNS(=O)(=O)c1ccccc1)NCCCc1ccccc1
    -3.4	nt	nt	i	nt
> COc1cccc(-c2sc3ccc(OC)cc3c2-c2ccc(OCCN3CCCCC3)cc2)c1
    3.4	nt	nt	i	nt
> CC1(C)C[C@@H](O)[C@]2(C)CC[C@]3(C)C(=CCC4[C@@]5(C)CC[C@H](O)[C@](C)(CO)C5CC[C@]43C)[C@@H]2C1 (stereo not given in full)
    12.1	nt	nt	i	nt
> Cc1c(Cl)cccc1NC(=O)CCN1C(=O)NC(C)(C)C1=O
    -6.5	nt	nt	i	nt
> CCN(CC)CCNC(=O)c1nn(-c2ccc(Cl)cc2)c2c1CCc1cc(OC)ccc1-2
    2.2	nt	nt	i	nt
> O=C(Cc1ccc(NC(=O)C2CCN(C(=O)C3CCC3)CC2)cc1)Nc1cccc(C(=O)N2CCCC2)c1
    -0.9	nt	nt	i	nt
> Cc1ccc(-c2csc(N)n2)cc1
    3.2	nt	nt	i	nt
> O=C(Cc1ccc2c(c1)OCCO2)Nc1cc(C(F)(F)F)ccc1N1CCOCC1
    9.6	nt	nt	i	nt
> C#CCOCCOCCOCCNc1nc(N2CCN(C(=O)Cn3cc(CC(C)O)nn3)CC2)nc(N2CCN(C(=O)[C@H]([C@@H](C)CC)n3cc(CCCCN)nn3)CC2)n1 (stereo not given in full)
    0.1	nt	nt	i	nt
> O=C(OCC(=O)N1CCCCCC1)c1ccc(F)cc1F
    -3.6	nt	nt	i	nt
> CC(C)CSc1nc(N)nc2c1ncn2C1OC(CO)C(O)C1O (stereo not given)
    -1.9	nt	nt	i	nt
> CC1(C)C2CCC1(C)C(SC(=N)N)C2 (stereo not given)
    -1.4	nt	nt	i	nt
> Cc1sc2ncnc(N3CCC(C(=O)NNC(=O)COc4ccc(Cl)cc4)CC3)c2c1C
    27.3	nt	nt	i	nt
> COc1ccccc1NC(=O)NNC(=O)c1ccncc1
    5.2	nt	nt	i	nt
> COc1ccc(NC(C)=O)cc1NC(=O)C1CCCN1C(=O)c1cccs1 (stereo not given)
    -2.8	nt	nt	i	nt
> Nc1ccc(C(=O)Nc2ccc3cc(S(=O)(=O)O)ccc3c2)cc1
    -0.6	nt	nt	i	nt
> O=C(OCC(=O)N1CCCC1)c1ccc(Cl)nc1
    -0.7	nt	nt	i	nt
> COc1c2c(cc(O)c1C(C)=O)OC(C)(C)C=C2
    9.9	nt	nt	i	nt
> CC1CC2C(C(O)CC3(C)C2CCC3(O)C(=O)CO)C2(C)C=CC(=O)C=C12 (stereo not given)
    7.4	nt	nt	i	nt
> CCN(CC)CCNC(=O)c1ccc(NC(=O)Cc2ccc(OC)c(S(=O)(=O)N3CCOCC3)c2)cc1
    0.9	nt	nt	i	nt
> Cc1cnc(NC(=O)c2ccc3c(c2)OCCO3)s1
    5.6	nt	nt	i	nt
> CCc1ccccc1Nc1nc(N)nc(COC(=O)C2CCN(C(=O)c3ccc(F)cc3)CC2)n1
    2.5	nt	nt	i	nt
> O=C(CC(O)(CC(=O)OCc1ccccc1)C(=O)OCc1ccccc1)OCc1ccccc1
    4.5	nt	nt	i	nt
> Nc1ccc(Cc2ccc([N+](=O)[O-])cc2)cc1
    -2.2	nt	nt	i	nt
> O=C1CCC(C(=O)OCC(=O)N2N=C3/C(=C\c4ccccc4)CCCC3C2c2ccccc2)N1 (stereo not given)
    -2.1	nt	nt	i	nt

Looked up by structure from the entries so far:
Below each compound: Dyrk1A ADPGlo	GSK3A inh	GSK3B inh	KCNK3 inh	PolyA inhibitor
> Nc1ccc(Cc2ccc([N+](=O)[O-])cc2)cc1
    -2.2	nt	nt	i	nt
> CCc1ccccc1Nc1nc(N)nc(COC(=O)C2CCN(C(=O)c3ccc(F)cc3)CC2)n1
    2.5	nt	nt	i	nt
> O=C1CCC(C(=O)OCC(=O)N2N=C3/C(=C\c4ccccc4)CCCC3C2c2ccccc2)N1 (stereo not given)
    -2.1	nt	nt	i	nt

(list continues)
Below each compound: Dyrk1A ADPGlo	GSK3A inh	GSK3B inh	KCNK3 inh	PolyA inhibitor
> CC1CC=CCC1(CO)CO (stereo not given)
    -2.8	nt	nt	i	nt
> O=C(Nc1ccnn1C1CCNCC1)c1ccc2c(c1)OCO2
    5.7	nt	nt	i	nt
> Cc1ccc(-c2[nH]nc(N)c2N=Nc2cccc(Cl)c2C)cc1
    3.1	nt	nt	i	nt
> CCOC(=O)C1=C(C)c2ccccc2N(C(=O)OC)C1(C)C(=O)OCC (stereo not given)
    -1.2	nt	nt	i	nt
> CN(C)CC1CCC/C(=C\c2ccc(OC(=O)/C=C/c3ccc(Cl)c(Cl)c3)cc2)C1=O (stereo not given)
    2.0	nt	nt	i	nt
> O=C(O)C(Cc1ccc(O)c([N+](=O)[O-])c1)N1C(=O)c2ccccc2C1=O (stereo not given)
    -3.0	nt	nt	i	nt
> Clc1ccc(C=NN2CCCCCC2)c(Cl)c1
    0.4	nt	nt	i	nt
> O=C(CCNS(=O)(=O)c1ccc(Cl)cc1)N1CCN(c2ncccn2)CC1
    7.6	nt	nt	i	nt
> O=C(NCC(=O)N1CCN(Cc2c(F)cccc2Cl)CC1)c1cccc(Cl)c1
    14.2	nt	nt	i	nt
> O=C(COc1ccc(F)cc1)NCC1(N2CCCCC2)CCCCC1
    7.0	nt	nt	i	nt
> CC(=O)Nc1ccc(S(=O)(=O)NN=CCCc2ccccc2)cc1
    -1.0	nt	nt	i	nt
> CCOC(=O)CC1(C)NC(C(=O)O)C(C)(C)S1 (stereo not given)
    -0.2	nt	nt	i	nt
> O=C(NN=Cc1c(O)ccc2ccccc12)c1ccncc1
    17.2	nt	nt	i	nt
> c1ccc(CNc2ncnc3[nH]ncc23)cc1
    6.9	nt	nt	i	nt
> O=C(COc1cccc(C(F)(F)F)c1)Nc1cccc(S(=O)(=O)NC2=NCCCCC2)c1
    10.3	nt	nt	i	nt
> CCN(CC)CCNc1ccc(C)c2sc3ccc(O)cc3c(=O)c12
    39.9	nt	nt	i	nt
> C#CCN1[C@@H]2CCN(C2)c2cc(Br)ccc2S1(=O)=O
    6.0	nt	nt	i	nt
> O=C(O)C1CC(C(=O)O)SS1 (stereo not given)
    0.7	nt	nt	i	nt
> Cc1cc(NC(=O)CN2C(=O)NC3(CCCCC3)C2=O)ccc1N1CCCC1
    -1.3	nt	nt	i	nt
> CC1CCCCC1NC(=O)COC(=O)Cc1ccc(Cl)cc1 (stereo not given)
    4.1	nt	nt	i	nt
> CCCNC(=O)c1nnsc1S(=O)(=O)c1ccc(Cl)cc1
    0.5	nt	nt	-9.13*	nt
> CC1(C)OC2CC3C4CCC5=CC(=O)CCC5(C)C4(F)C(O)CC3(C)C2(C(=O)CO)O1 (stereo not given)
    2.4	nt	nt	i	nt
> CC[C@]1(C(=O)OC)[C@H]2C(=O)N(C)C(=O)[C@H]2[C@H]2CN(C)C(=NCc3ccccc3)N21
    2.6	nt	nt	i	nt
> O=C(C[C@@H]1C/C=C\C[C@@H](Cc2ccc(F)cc2)C(=O)OC[C@@H]2CCCN2C1=O)NCCO
    -1.0	nt	nt	i	nt
> CCN(CC)C(=O)[C@H]1C[C@H](CC(=O)NC(C)(C)C)C(=O)N2CCc3c([nH]c4cc(CCC(=O)N(C)C)ccc34)[C@]12C
    -5.6	nt	nt	i	nt
> CN(C(=O)Nc1cccc([N+](=O)[O-])c1)c1ccccc1
    -0.9	nt	nt	i	nt
> Cc1ccsc1C(=O)NNC(=O)c1ccncc1
    9.7	nt	nt	i	nt
> COc1ccc(C(=O)COc2ccc(C(C)=O)cc2OC)cc1OC
    -2.5	nt	nt	i	nt
> O=[N+]([O-])c1ccccc1Nc1cccc(F)c1
    8.1	nt	nt	i	nt
> CCN1CCN(c2ccc(NC(=O)c3ccc(Cl)c(S(=O)(=O)N4CCCC4)c3)cc2)CC1
    4.3	nt	nt	i	nt
> Cc1ccc(NC(=O)c2ccc(Cl)c(S(=O)(=O)Nc3c(C)n(C)n(-c4ccccc4)c3=O)c2)cc1Cl
    3.9	nt	nt	i	nt
> O=C(c1cc(S(=O)(=O)N2CCOCC2)c(Cl)cc1Cl)N1CCCC1
    -0.2	nt	nt	i	nt
> O=C(CCCn1c(=O)[nH]c2cc(Cl)ccc2c1=O)N1CCN(c2ccc([N+](=O)[O-])cc2)CC1
    -8.1	nt	nt	i	nt
> CC(=O)N[C@@H](CS)C(=O)O
    -1.2	nt	nt	i	nt
